hERG WT inh = qHTS for Inhibitors of KCHN2 3.1: Wildtype qHTS | U2OS, BacMam KCNH2, thallium flux FluxOr; active compounds read low | activity change, % at 1.84 µM | hit rate 0.37% among 340,000 | AID 720551, 2013;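 active = maximum activity change below -70%; inconclusive = maximum activity change between -70% and -50%; inactive = maximum activity change above -50%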; note: % is set by controls: 0 for no effect and ±100 for the full control effect
Target sequence (Q12809 whole entry, looked up): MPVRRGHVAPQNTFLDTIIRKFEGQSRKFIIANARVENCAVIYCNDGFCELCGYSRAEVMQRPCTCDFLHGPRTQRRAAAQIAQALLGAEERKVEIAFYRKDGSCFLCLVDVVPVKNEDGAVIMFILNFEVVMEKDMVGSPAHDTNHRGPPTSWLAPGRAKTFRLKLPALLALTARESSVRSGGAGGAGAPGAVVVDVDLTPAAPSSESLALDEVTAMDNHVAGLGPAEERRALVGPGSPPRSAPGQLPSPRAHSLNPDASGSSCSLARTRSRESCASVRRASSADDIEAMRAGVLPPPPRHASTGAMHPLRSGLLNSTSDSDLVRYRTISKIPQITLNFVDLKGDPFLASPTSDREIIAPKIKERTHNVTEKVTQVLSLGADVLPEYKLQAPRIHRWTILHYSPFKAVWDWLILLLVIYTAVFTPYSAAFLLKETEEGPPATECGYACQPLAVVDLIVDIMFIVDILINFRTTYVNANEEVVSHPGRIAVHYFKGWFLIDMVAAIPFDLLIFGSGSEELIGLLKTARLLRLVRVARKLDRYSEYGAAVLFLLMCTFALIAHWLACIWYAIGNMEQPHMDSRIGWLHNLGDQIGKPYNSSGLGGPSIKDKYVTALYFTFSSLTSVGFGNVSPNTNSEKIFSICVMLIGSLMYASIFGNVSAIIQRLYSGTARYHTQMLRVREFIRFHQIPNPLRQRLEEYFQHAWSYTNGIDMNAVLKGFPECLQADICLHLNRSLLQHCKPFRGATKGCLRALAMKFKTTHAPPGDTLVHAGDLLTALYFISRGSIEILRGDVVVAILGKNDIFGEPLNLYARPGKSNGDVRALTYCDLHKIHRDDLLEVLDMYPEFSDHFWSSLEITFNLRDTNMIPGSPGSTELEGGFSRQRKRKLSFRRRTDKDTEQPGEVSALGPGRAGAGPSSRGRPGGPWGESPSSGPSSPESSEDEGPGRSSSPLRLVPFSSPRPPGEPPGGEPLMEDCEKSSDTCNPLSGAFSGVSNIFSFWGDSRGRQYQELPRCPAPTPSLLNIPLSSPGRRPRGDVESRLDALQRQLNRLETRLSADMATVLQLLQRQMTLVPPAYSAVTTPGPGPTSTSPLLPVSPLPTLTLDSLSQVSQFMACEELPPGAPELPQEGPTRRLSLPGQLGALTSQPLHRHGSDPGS
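U2OS cells transduced with wild-type KCNH2 virus are loaded with FluxOr dye for 45 min, and thallium flux is measured in kinetic reads before and after stimulation buffer. Rate constants are normalized to DMSO controls.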
FBPA coupling cs = qHTS Assay for Inhibitors of Fructose-1,6-bisphosphate Aldolase from Giardia Lamblia: Coupling assay counterscreen; coupling enzyme system counterscreen, AmpLite Red fluorescence; activity change, negative = inhibition, % at 58.2 µM, hits read low; hit rate 0.67% among 290,000; AID 2472, 2010; in the data active = activity change below about -30%; note: % is set by controls: 0 for no effect and ±100 for the full control effect
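Final compound at 57.5 uM, incubated 10 min at RT with coupling enzyme reagent (glyceraldehyde-3-phosphate), then 20 min with substrate and AmpLite Red detection. Fluorescence read at 525/598 nm; tests interference with the coupling assay, not aldolase inhibition.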
AT treatment = qHTS Assay for Identifying a Potential Treatment of Ataxia-Telangiectasia. hit rate 0.19% among 320,000. […] A-T fibroblasts, KAP-1 phosphorylation AlphaLISA; neocarzinostatin DNA damage 30 min before lysis. Potency, µM (doses to about 57.5 µM), for inactives: at the top dose activation, most hits filed as activators; note: potency is the fitted concentration of half-maximal effect; % of control where 0% means no effect; nearly all actives have a fitted effect of over 45% in size
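ATM-like activity read as KAP-1 phosphorylation via AlphaLISA donor/acceptor antibody pairs after lysis and 6 hr at 25C. Cells were ATM-null patient fibroblasts ([…], hTERT), dosed 60 min, then exposed to the DSB inducer NCS for 30 min.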
TSHR antag = Antagonists of the Thyroid Stimulating Hormone Receptor: HTS campaign; TSHR-expressing cells, TSH-stimulated cAMP HTRF, 2 h; active compounds read low; hit rate 0.2% among 330,000; Thyrotropin receptor (Homo sapiens), P16473; activity change, negative = inhibition, % at 11.5 µM; AID 504810, 2011;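 active = activity change below a set negative limit, meaning inhibition stronger than a set level, cut at about -70% in these data; inconclusive = activity change between two set negative limits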; note: % is set by controls: 0 for no effect and ±100 for the full control effect
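TSHR-expressing cells were treated with compounds, then stimulated with TSH at EC80 (4nM final) for 2 hours at 37 deg C. Cellular cAMP was measured by HTRF competition between lysate cAMP and cAMP-d2 for a cryptate-labelled anti-cAMP antibody.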
TCR activator = Activators of T cell receptors: qHTS campaign | primary human leukocytes, anti-CD3, IL-2 HTRF, 48 h | AID 504894, 2011 | 330,000 tested, under 10 active | Potency, µM (top dose mostly 9.22 µM), inactives show at the highest dose activation of IL-2 secretion, actives largely listed as activators; note: % of control where 0% means no effect
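Primary human leukocytes were stimulated with a-CD3 beads plus compounds for 48 hr without co-stimulation; secreted IL-2 was quantified by HTRF using a-IL-2-K (europium cryptate) and a-IL-2-d2, excited at 320nm with acceptor emission read at 665nm.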
Chronic BCR inh = qHTS Assay to Find Inhibitors of Chronic Active B-Cell Receptor Signaling; ABC-DLBCL IkBa-CBG/CBR reporter, luminescence ratio, 4 h; AID 493014, 2011; hit rate 0.05% among 340,000; Potency, µM (doses to about 46.1 µM), for inactives: at the top dose ratio change, negative = lower green/red ratio, most hits filed as inhibitors; active = well fitted inhibition curve with a large enough effect in the signal ratio, with a control signal flat, not every such curve was filed as active; inconclusive = small, poorly fitted or top-dose-only effect, or effect the other way, or a change in a side signal; the % refers to the signal ratio;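 note: potency is the fitted concentration of half-maximal effect; plate controls were basal doxycycline-induced cells for no effect and cells given 10 µM MG132 for full effect; MG132 reads +100%, hits lower the ratio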
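Cell line TMD8 (human ABC DLBCL), stably expressing tet-inducible CBG68-IkBa fusion and CBR; IMDM/0.5% FBS; cpd up to 46 uM; dox induction, 4 h, 37C/5% CO2; dual luminescence; green/red ratio; MG132 control.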
GALK inhibitor = qHTS Assay for Inhibitors of Human Galactokinase (GALK); Potency, µM (top dose mostly 57.5 µM), for the others: top-dose activity change, negative = inhibition, hits mostly inhibitors; hit rate 0.007% among 270,000; P51570; Purified GALK, Kinase-Glo residual ATP luminescence; AID 1868, 2009; note: potency is the fitted concentration of half-maximal effect; % is set by controls: 0 for no effect and ±100 for the full control effect
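5 nM enzyme, 35 uM ATP, 100 uM galactose, 20 mM HEPES pH8.0, 5 mM MgCl2; 1 h RT; residual ATP by Kinase-Glo Plus luminescence, qHTS format.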
MLL CXXC-DNA inh = qHTS Fluorescence Polarization Assay for Inhibitors of MLL CXXC domain - DNA interaction; Histone-lysine N-methyltransferase 2A (Homo sapiens), Q03164; MLL-CXXC / FITC-HOXA9 DNA fluorescence polarization; Potency, µM (highest dose often 115 µM), without a hit: at the top dose activity change, negative = inhibition, hits mostly inhibitors; hit rate 0.037% among 290,000; AID 2662, 2010; active = well fitted inhibition curve with a large enough effect in the polarisation, with a control signal flat, not every such curve was filed as active; inconclusive = small, poorly fitted or top-dose-only effect, or effect the other way, or a change in a side signal; inactive = no such curve, though single readings can be large or run the other way; the % refers to the polarisation; note: potency is the fitted concentration of half-maximal effect
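Steps: dispense CXXC domain solution (7 uM) → pin compounds or unlabeled HOX-A9 DNA control → 5 min ambient → add FLSN-HOX-A9 solution (50 nM) → spin → 30 min ambient → fluorescence polarization. Tris pH 7.5/NaCl/DTT/BSA buffer.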
Giardia kill = Small Molecules that selectively kill Giardia lamblia: qHTS | Giardia lamblia trophozoite viability | activity change, % at 7.66 µM, hits read low | hit rate 0.15% among 340,000 | AID 540267, 2011; in the data active = activity change below about -80%; inconclusive = between about -30% and that limit;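 note: parasites exposed to compound for two days anaerobically before the ATP read; % is set by controls: 0 for no effect and ±100 for the full control effect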
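Luminescence from cellular ATP indicates surviving trophozoites (100 cells/well) following 48 hrs anaerobic compound treatment at 37 deg C; signal develops 15-30 min at room temperature.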
Tb PFK block = qHTS Assay to Find Inhibitors of T. brucei phosphofructokinase; ATP-dependent 6-phosphofructokinase (Trypanosoma brucei brucei), O15648; T. brucei PFK, ADP-Glo luminescence; Potency, µM (highest dose often 57.5 µM), for inactives: at the top dose activity, negative = inhibition, hits mostly inhibitors; hit rate 0.17% among 330,000; AID 485367, 2010;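 note: potency is the fitted concentration of half-maximal effect; 0% = uninhibited 1x PFK enzyme wells and -100% = no-enzyme wells; nearly all actives have a fitted effect of over 60% in size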
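1.25 nM PFK with 0.5 mM F6P and 0.1 mM ATP in 0.1 M TEA pH 8.0, 5 mM MgCl2, incubated 45 min at room temperature; ADP measured by ADP-Glo luminescence; compounds titrated up to 57 uM.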
Active calls of the source: *; ? = inconclusive; / = not tested or not shown; [ ] = another dose, or the depositor's remark. Unless noted, calls come from the whole dose curve; as a rule, active = well fitted curve in the direction sought with a large enough effect; inconclusive = small, poorly fitted or top-dose-only effect, or another doubt; inactive = no such curve, though single readings can be large; an effect the other way counts as inactive or inconclusive.

SMILES	hERG WT inh	FBPA coupling cs	AT treatment	TSHR antag	TCR activator	Chronic BCR inh	GALK inhibitor	MLL CXXC-DNA inh	Giardia kill	Tb PFK block
O=C(Nc1ccc(F)cc1)/C(=C1/CCCCCN1)[N+](=O)[O-]	-11	0	6%	7	-16%	2%	-2%	2%	9	0%
O=c1[nH]c(=O)n(-c2cc(Br)c(O)c(Br)c2)cc1Br	1	6	-2%	-2	/	-1%	1%	-7%	0	3%
CNC(=S)Nc1cc(OC)ccc1OC	-10	-28	3%	-2	/	?	1%	-2%	9	11%
CCN1C(=O)[C@H]2[C@H]3[C@H](O)[C@H](O)C/C(=N\OC[C@@H](C)[C@H](OCc4ccccc4)C(C)C)[C@@H]3CC[C@H]2C1=O	/	-5	-8%	4	/	-4%	/	3%	/	-3%
Cc1cc(C)c(S(C)(=O)=O)c(S(=O)(=O)c2ccc(Cl)cc2)n1	-3	3	4%	-3	6%	-7%	3%	4%	-7	1%
CCOc1ccc(S(=O)(=O)NCCC(=O)NCC2(N3CCCCC3)CCCCC2)cc1	33	2	0%	-6	7%	-4%	-6%	2%	13	2%
O=c1c(-c2cccc(Cl)c2)c[nH]n1-c1ccccc1	16	-4	-7%	-6	-1%	?	-2%	?	-24	-5%
Cc1cccc(CSc2nnc(-c3cccs3)n2Cc2ccco2)c1	5	-1	7%	-8	4%	7%	-2%	0%	-1	2%
O=C(NCCc1ccccc1)c1cccc(S(=O)(=O)NCc2ccccc2)c1	-4	/	0%	-7	-4%	12%	/	/	-16	-2%
COC(=O)c1nnn(CC(=O)Nc2cccc(Cl)c2C)c1C(=O)OC	3	-1	/	-8	-2%	?	1%	-2%	-17	0%
Cn1nc(C(F)(F)F)c(-c2ccc(F)cc2)c1NC(=O)Nc1ccc(F)cc1	2	-2	5%	-18	-2%	5%	-2%	-8%	-17	-1%
C=CCN1C(=O)c2ccccc2Sc2ccc(C(=O)NCCC)cc21	2	0	10%	-15	6%	-11%	-3%	12%	-18	2%
NC(=O)CC(NC(=O)OCc1ccccc1)C(=O)O (stereo not drawn)	-8	1	2%	0	3%	-4%	1%	-1%	14	0%
CC(C)CN(C(=O)CSc1nnc2ccccn12)c1c(N)n(CC(C)C)c(=O)[nH]c1=O	11	0	/	1	-2%	1%	2%	8%	1	3%
O=C(CCc1ccccc1)NNC(=O)c1ccccc1F	7	4	2%[11.5 µM]	-6	-11%	-7%	8%	-1%	-16	-2%
COc1cccc(NC(=O)c2cc3c(=O)n4ccccc4nc3n(CC(C)C)c2=N)c1	-74*	3	2%	4	1%	7%	-1%	-3%	3	-6%
NS(=O)(=O)c1ccc(CCNC(=O)c2cc(-c3ccccc3)nc3ccccc23)cc1	-9	1	0%	-1	2%[46.1 µM]	10%	0%	0%	-3	-1%
O=C(NCCn1cc(SCC(=O)N2CCOCC2)c2ccccc21)c1c(F)cccc1F	1	-1	1%	-11	-4%	-2%	-1%	10%	5	-5%
Cc1cc(C)cc(NC(=S)NCCc2c[nH]c3ccccc23)c1	-4	-1	9%	-4	3%	2%	/	35%[activator]	-3	-3%
Clc1ccc(CNc2ccc(N3CCN(Cc4ccccc4)CC3)cc2)cc1	18	-6	-17%	-13	/	2%	0%	1%	-3	-16%
O=C(Nc1ccc(N2CCN(c3ccccc3)CC2)c(F)c1)C1CC1	/	0	0%	-12	-5%	3%	0%	16%	14	-5%
O=C(NCCc1ccccc1)C1CCN(S(=O)(=O)c2cccs2)CC1	3	6	-1%	33	4%	?	-1%	4%	24	5%
Oc1cccc(C(O)CNCc2ccc(OCc3ccc(Cl)cc3Cl)cc2)c1 (stereo not drawn)	-16	0	2%	9	0%	4%	2%	17%	-6	2%
O=C(CO/N=C/c1ccccc1)N1c2ccccc2Oc2ccccc21	-1	0	6%	-24	3%[46.1 µM]	4%	1%	-6%	-7	-1%
O=C(Cn1cnc2c(nnn2Cc2ccc(F)cc2)c1=O)OCc1ccccc1	6	1	1%	-19	4%[46.1 µM]	1%	-1%	6%	26	-2%
CC(=O)N1Cc2[nH]c3ccccc3c2CC1C(=O)O (stereo not drawn)	-11	0	2%	-7	/	-15%	/	-2%	28	-4%
COCCNC(=O)Cn1cc(C(=O)c2ccco2)c2ccccc21	34	0	2%	8	3%	0%	-2%	-1%	-11	4%
COC(=O)c1cc(-c2ccccc2)sc1NC(=O)c1cc(C)on1	/	-3	-3%	-1	2%[46.1 µM]	?	4%	1%	/	-8%
CC(=O)NS(=O)(=O)c1ccc(NC(=O)CSc2ccc(Cl)cc2)cc1	13	7	1%	9	/	-1%	9%	-3%	6	30µM*
CN(Cc1ccccc1)C(=O)COC(=O)/C=C/c1ccc2c(c1)OCO2	-22	/	15%	-22	1%	-1%	/	/	-6	9%
CCSc1nc2sc3c(c2c(=O)[nH]1)CC(C)(CC)OC3 (stereo not drawn)	17	2	2%	-4	/	12%	-1%	16%	7	-7%
COc1cccc(/C=C2\SC(N3CCCC(C)C3)=NC2=O)c1OC (stereo not drawn)	-21	-2	5%	-5	1%	-15%	-3%	-2%	0	-1%
Cc1noc(C)c1NC(=O)Nc1ccc2c(c1)CC(=O)N([C@@H](C)CO)C[C@@H](C)[C@@H](CN(C)C(=O)Nc1cccc3ccccc13)O2	11	/	0%	-16	13%	?	/	/	-4	1%
CC(C)Oc1ccccc1OCCCCn1cnc2ccccc2c1=O	/	2	5%	-9	-2%	2%	3%	1%	-18	-2%
CCc1ccccc1NC(=O)C1CCCN(c2nn3c(=O)cc(C)nc3s2)C1 (stereo not drawn)	-8	1	-6%	-3	-12%	3%	/	/	7	-4%
CCc1nn(CCCC(=O)N2CCc3ccccc3C2)c(=O)c2cc3occc3n12	-5	0	1%	18	0%	-5%	1%	-4%	11	-3%
Cc1occc1-c1nnc(SCC(=O)NC2CCC(C)CC2)o1 (stereo not drawn)	19	/	8%	-19	-1%	0%	/	/	17	-1%
Cc1cc(S(=O)(=O)Nc2cccc(O)c2)c(C)s1	8	-2	4%	-4	-14%	-8%	4%	-9%	-12	0%
CCN(CC)S(=O)(=O)c1ccc(NC(=O)Nc2cccc(C(F)(F)F)c2)cc1	11	-5	-1%	-20	-4%	?	-4%	6%	15	1%
O=c1c2sccc2n(Cc2cccc(F)c2)c(=O)n1-c1ccc(F)cc1	0	1	3%	4	-6%[46.1 µM]	11%	0%	11%	-8	7%
O=c1sc2ccccc2c(N2CCCC2)c1[N+](=O)[O-]	4	3	0%	1	-4%	-1%	2%	0%	-3	1%
O=C(COC(=O)CCCN1C(=O)c2cccc3cccc(c23)C1=O)Nc1cccc(Br)c1	0	0	0%	-6	-7%[46.1 µM]	11%	1%	3%	-17	-1%
COc1ccc(Cc2nnc(Nc3ccccc3OC)[nH]c2=O)cc1	-17	0	3%	-12	9%	?	-2%	10%	14	-5%
COc1cccc(S(=O)(=O)N2CCOCC2)c1	-4	2	/	4	/	-7%	3%	2%	-3	-2%
CCC(C)(C)n1nnnc1C(c1cc2ccc(OC)cc2[nH]c1=O)N1CCc2ccccc2C1 (stereo not drawn)	7	-27	-2%	8	-5%	?	2%	5%	-10	2%
O=C(NCCN1CCOCC1)c1cc(-c2ccc(Cl)s2)nc2ccccc12	30	1	1%	-4	2%	5%	1%	6%	-7	4%
N#Cc1ccccc1NCC(=O)N1CCN(S(=O)(=O)c2ccccc2)CC1	-10	/	3%	-7	5%	1%	/	/	8	1%
COc1ccc(NC(=O)c2cc(S(=O)(=O)Nc3ccc(OC)cc3)cs2)cc1	2	4	-19%	-5	-4%	10%	5%	7%	-10	-1%
O=C(O)c1ccccc1C(=O)c1ccc2c(c1)CCC2	13	4	23%	11	-3%	7%	4%	-2%	-12	0%
COc1ccc(N2CCN(S(=O)(=O)CC34CCC(CC3=O)C4(C)C)CC2)cc1 (stereo not drawn)	-12	3	13%	10	-14%	0%	-4%	-11%	-12	0%
